# Screens as filed in PubChem.
# Vif-APOBEC3G blk – Vif-A3G binding inhibition. Q9HC16. HeLa A3G-eYFP + Vif (tagged APOBEC3G with the HIV-1 protein that degrades it), YFP fluorescence, overnight. Potency, µM (highest dose often 46.1 µM), inactives show at the highest dose activity, negative = active, most hits filed as inhibitors. actives 0.076% (n = 410,000). AID 602310;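 further: potency means the concentration at half of the fitted maximal effect; on the % scale 0 is the no-effect control and ±100 the full control effect; nearly all actives have a fitted effect of over 60% in size; hits raise eYFP signal because A3G escapes Vif-driven loss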
#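 HeLa cells stably expressing Vif and C-terminally eYFP-tagged A3G, seeded overnight at 37 deg C, then exposed to compound by pintool overnight at 37 deg C. Rise in yellow fluorescence (Ex 488/Em 500-530, Acumen) marks blocked Vif-driven A3G degradation.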
# RXFP1 ag – activates the human relaxin receptor RXFP1; HEK293T-RXFP1 cAMP TR-FRET, 30 min; response scale: percent of porcine relaxin response, buffer zero; Potency, µM (top dose mostly 57.5 µM), inactives show at the top dose activation, most hits filed as activators; AID 2676; actives 0.3% (n = 370,000); Q9HBX9; further: potency means the concentration at half of the fitted maximal effect; on the % scale 0 is the no-effect control and ±100 the full control effect; nearly all actives have a fitted effect of over 60% in size; many of its hits are not listed in these tables
#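 HEK293T cells stably expressing RXFP1 were pretreated with the PDE4 inhibitor Ro 20174, exposed to compounds for 30 min at 37C, lysed, and cAMP was read by TR-FRET. Data normalized to buffer (basal) and 29 nM porcine relaxin (100%).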
# D1 agonist – agonists of human D1 dopamine receptor; P21728; HEK293 T-REx D1 cells, calcium flux, agonist mode; activation, % at 2 µM; actives 1% (n = 360,000); in the data active means activation above about 30%; further: 0% is about no effect
# Target sequence (P21728 whole entry, looked up): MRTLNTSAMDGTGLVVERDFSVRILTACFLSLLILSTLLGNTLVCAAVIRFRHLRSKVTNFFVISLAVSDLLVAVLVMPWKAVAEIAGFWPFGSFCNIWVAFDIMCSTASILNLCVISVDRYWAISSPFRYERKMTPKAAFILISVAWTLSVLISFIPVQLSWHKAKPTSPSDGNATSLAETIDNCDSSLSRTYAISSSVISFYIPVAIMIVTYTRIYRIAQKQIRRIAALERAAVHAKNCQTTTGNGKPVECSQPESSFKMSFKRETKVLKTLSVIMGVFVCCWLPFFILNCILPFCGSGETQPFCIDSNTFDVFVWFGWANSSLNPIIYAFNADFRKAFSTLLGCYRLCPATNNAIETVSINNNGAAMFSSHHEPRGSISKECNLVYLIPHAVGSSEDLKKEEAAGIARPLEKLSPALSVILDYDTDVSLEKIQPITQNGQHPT
#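 Tetracycline-induced HEK293 TREx D1 cells, force-coupled to calcium signalling, were dye-loaded with a no-wash calcium kit. Compound was pin-added after a 10 s baseline. Fluorescence was read kinetically at 1 cycle/s for 180 s, with calcium rises flagged as agonism.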
# D1 PAM – potentiators of human D1 dopamine receptor | HEK293 TREx D1 cells, calcium flux, dopamine EC20 potentiation | AID 504651 | potentiation, % at 10 µM | actives 0.036% (n = 360,000); in the data active means potentiation above about 30%; further: 0% is about no effect
# RXFP1 antag – antagonists of human relaxin receptor RXFP1. activity change, negative = inhibition, % at 57.5 µM. Q9HBX9. HEK293-RXFP1, relaxin-stimulated cAMP HTRF, 30 min; stronger effect = lower value. actives 0.59% (n = 350,000). AID 1259400;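 active means activity change of -60% or lower, but not beyond a set lower limit; inconclusive means change between -60% and -40%, or beyond the set limit; inactive means change above -40%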; further: on the % scale 0 is the no-effect control and ±100 the full control effect
# Vif-APOBEC3F blk – Vif-A3F binding inhibition | HeLa A3F-eYFP + Vif (tagged APOBEC3F with the HIV-1 protein that degrades it), YFP fluorescence increase | Potency, µM (highest dose often 46.1 µM), for inactives: at the highest dose activity, negative = active | actives 0.2% (n = 390,000) | AID 602313; further: potency means the concentration at half of the fitted maximal effect; % of control where 0% means no effect; nearly all actives have a fitted effect of over 65% in size
#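 HeLa cells stably expressing Vif plus C-terminally eYFP-tagged A3F were seeded, incubated overnight at 37 deg C, dosed with compound, incubated overnight again at 37 deg C. Yellow fluorescence (Ex 488/Em 500-530) reported blocked Vif-mediated A3F-eYFP degradation.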
# D1 antag – blocks dopamine activation of the human D1 receptor. P21728. HEK293 TREx D1 cells, calcium flux, dopamine EC80; stronger effect = lower value. activity change, negative = inhibition, % at 10 µM. actives 3.2% (n = 360,000); in the data active means activity change below about -30%; further: on the % scale 0 is the no-effect control and ±100 the full control effect
#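 Antagonism measured as reduced calcium response to an EC80 dopamine addition following 180 s compound pre-read; cells were inducible HEK293 Trex D1 plated overnight at 30 C, read kinetically at 1 cycle/sec.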
# D2 potentiator – positively modulates the human D2 dopamine receptor allosterically; P14416; HEK293 T-REx D2, calcium flux, EC20 dopamine potentiation; potentiation, % at 10 µM; actives 0.34% (n = 340,000); AID 485347;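 active means potentiation over 3 SD above the plate norm, cut at about 30% in these data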; further: 0% is about no effect
# Target sequence (P14416 whole entry, looked up): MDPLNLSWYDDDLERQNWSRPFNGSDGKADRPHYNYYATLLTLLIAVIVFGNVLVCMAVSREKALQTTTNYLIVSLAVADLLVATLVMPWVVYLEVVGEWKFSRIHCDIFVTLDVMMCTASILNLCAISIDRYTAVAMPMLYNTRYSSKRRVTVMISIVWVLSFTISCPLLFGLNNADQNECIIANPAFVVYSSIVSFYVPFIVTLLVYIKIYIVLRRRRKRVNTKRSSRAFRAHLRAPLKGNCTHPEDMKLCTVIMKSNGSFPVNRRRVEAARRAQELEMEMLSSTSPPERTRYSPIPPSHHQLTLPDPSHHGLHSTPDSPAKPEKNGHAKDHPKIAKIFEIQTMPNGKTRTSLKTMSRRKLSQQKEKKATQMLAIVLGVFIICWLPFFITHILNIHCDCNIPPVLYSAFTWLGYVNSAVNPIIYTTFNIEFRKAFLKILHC
#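 Using a no-wash calcium dye in inducible, force-coupled HEK293 Trex cells expressing D2, we tracked fluorescence each second for 180 s after compound, then for 180 s after EC20 dopamine to detect augmented signalling.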
# GRP78 ERSR act – inducers of ER stress response in human glioma cells; Potency, µM, for the others: top-dose activation, hits mostly activators; actives 0.02% (n = 420,000); AID 602332; U87-MG GRP78 promoter luciferase reporter, 16 h; further: potency means the concentration at half of the fitted maximal effect; series mostly up to about 76 µM; % of control where 0% means no effect; nearly all actives have a fitted effect of over 35% in size
#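 Stably transfected U87-MG human glioma cells carrying a GRP78-based luminescent sensor were seeded at 1000 cells/well, pin-dosed with compounds and incubated 16 h. Luciferase reagent was then added, and end-point luminescence was read after 10 min at room temperature.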
# * hit, by the source's call; ? = inconclusive; / = not tested or not shown; & = joins results of further samples. Unless noted, the call rests on the fitted dose curve; in most records, active means well fitted curve in the direction sought with a large enough effect; inconclusive means small, poorly fitted or top-dose-only effect, or another doubt; inactive means no such curve, though single readings can be large; an effect the other way counts as inactive or inconclusive. An excerpt; count on the stated rates, not on these rows.
# A first look (3 entries):
SMILES,Vif-APOBEC3G blk,RXFP1 ag,D1 agonist,D1 PAM,RXFP1 antag,Vif-APOBEC3F blk,D1 antag,D2 potentiator,GRP78 ERSR act
O=c1[nH]c(=S)[nH]c2[nH]c(=S)[nH]c12,/,1.7%&2.5%,3&2,8&0,/,/,2&3,-4,/
O=C(CSc1nnc(Cc2ccccc2)o1)Nc1ccc(Br)cn1,3%,5.8%,6,-3,-6,2%,-16,2,-2%
CCN(CC)C(=S)Nc1ccc(Cl)c(Cl)c1,-4%,0.6%,4,-6,-5,-25%,-12,-2,-4%

# Main list, repeating the preview:
SMILES,Vif-APOBEC3G blk,RXFP1 ag,D1 agonist,D1 PAM,RXFP1 antag,Vif-APOBEC3F blk,D1 antag,D2 potentiator,GRP78 ERSR act
O=c1[nH]c(=S)[nH]c2[nH]c(=S)[nH]c12,/,1.7%&2.5%,3&2,8&0,/,/,2&3,-4,/
O=C(CSc1nnc(Cc2ccccc2)o1)Nc1ccc(Br)cn1,3%,5.8%,6,-3,-6,2%,-16,2,-2%
CCN(CC)C(=S)Nc1ccc(Cl)c(Cl)c1,-4%,0.6%,4,-6,-5,-25%,-12,-2,-4%
Cc1ccc(-n2nc(C)c3c(C(=O)NCc4ccccc4)cc(C4CC4)nc32)cc1,-1%,-1.8%,4,-2,4,-1%,18,-7,-3%
CCC(C)c1ccc(NC(=O)Nc2cccnc2)cc1 (stereo not drawn),-6%,-1.6%,8,-2,0,3%,-30*,-8,6%
COc1ccc(N2C(=O)CC(NCc3cccs3)C2=O)cc1 (stereo not drawn),1%,1.5%,2,4,3,5%,-9,10,-3%
COc1ccc2nc(NC(=O)CCN3C(=S)NC(C)(C)CC3C)sc2c1 (stereo not drawn),-8%,7.2%,0,-10,-2,-2%,22,1,-1%
CCN1C(=O)NC(c2cccnc2)C(C(=O)OC)=C1C (stereo not drawn),0%,-1.4%,2,-4,-13,-5%,-27,0,-2%
COc1cccc(C(=O)OCC(=O)c2ccc(S(=O)(=O)N3CCCCC3)cc2)c1OC,1%,0.2%,25,-3,-8,-3%,-15,-2,-3%
O=C(N/N=C/c1ccc([N+](=O)[O-])o1)C(O)c1ccccc1 (stereo not drawn),-21%,-0.2%,0,0,9,1%,3,3,0%
CC(C)(C)NC(=O)NC(=O)COC(=O)c1cc(=O)[nH]c2ccccc12,4%,-0.6%,0,-2,2,0%,1,-7,-4%
Cc1ccnc(NC(=O)Nc2cccc(F)c2)c1,-3%,-0.2%,1,-6,-10,-5%,-2,3,-2%
O=C(c1cc(=O)[nH]c2ccccc12)N1CC=C(c2ccccc2)CC1,-4%,2.6%,12,-2,-14,-18%,-4,8,-3%
COc1ccc(CNC(=O)CN(C)S(=O)(=O)c2ccc3c(c2)OCCO3)cc1OC,-3%,1.9%,-1,-5,-3,2%,-9,13,-5%
Cc1ccc(NC(=O)N2CCC(C(=O)NCc3ccccc3)CC2)cc1,2%,0.3%,-1,0,-4,-5%,4,-7,-2%
Cc1cc(Cl)ccc1NS(=O)(=O)c1c(C)[nH]c(=O)[nH]c1=O,-10%,-2.3%,0,-2,4,15%,11,-6,-3%
COc1cccc(N2C(=O)CC(N3CCN(S(=O)(=O)c4ccccc4[N+](=O)[O-])CC3)C2=O)c1 (stereo not drawn),1%,/,/,/,5,-4%,/,/,3%
O=C(OCN1C(=O)c2ccccc2C1=O)C1CCCCC1,1%,0.2%,4,1,13,-5%,-7,-10,-2%
CCCN1CCN(S(=O)(=O)c2ccc(-n3cnnn3)cc2)CC1,1%,-0.2%,0,-2,4,6%,-17,-18,-3%
Cc1ccc(N=CC=C2OC(C)(C)C(C)(C)O2)c(C)c1,-1%,-0.7%,1,-3,-22,-11%,-42*,2,15%
CCn1ncc(CN2CCCC(C(=O)Nc3cccc(-c4cc5ccccc5[nH]4)c3)C2)c1C (stereo not drawn),1%,-0.2%,91*,3,-24,-6%,-51*,-3,-3%
CCOC(=O)c1[nH]c(C)c(/C(O)=C2\C(=O)C(=O)N(CCCN(C)C)C2c2ccncc2)c1C (stereo not drawn),/,2.9%,3,-2,/,/,-1,-5,/
COc1ccccc1NC(=O)c1sc2nc(C)c(C(=O)Nc3ccc(C)cc3C)c(-c3ccc(C)o3)c2c1N,-4%,11%,12,2,0,1%,22,-1,-1%
CCCNC(=O)C1CCN(S(=O)(=O)c2cccs2)CC1,8%,1.8%,3,-2,3,0%,4,1,-4%
CCN(CC)c1ccc(NC(=O)COc2ccccc2C)cc1S(=O)(=O)Nc1ccccc1OC,1%,-0.1%,5,7,0,6%,-18,10,-6%
COC(CNC(=O)C(C)n1nc(C)c2ccccc21)OC (stereo not drawn),2%,0.5%,3,-5,-1,6%,6,1,-2%
CCOC(=O)c1c(-c2ccc(C)o2)csc1NC(=O)CN1CCCCC1,-1%,6.8%,6,5,-29,2%,0,4,-6%
COc1ccc(Nc2nnc(-c3ccc(C)c(S(=O)(=O)N4CCOCC4)c3)c3ccccc23)cc1,1%,4.0%,0,0,-10,-4%,-13,-9,9%
CCc1ccc(Nc2n[n+](-c3ccccc3)c(-c3ccc(OC)c(Br)c3)s2)cc1,-2%,9.4%,4,5,/,-4%,-10,7,-5%
COc1ccc(OC)c(Nc2nc(-c3sc(C)nc3C)cs2)c1,-7%,4.9%,0,-10,3,-4%,-8,8,1%
O=C(Cn1ccc2cc(S(=O)(=O)N3CCCCCC3)ccc21)NCc1cccc(Cl)c1,2%,0.2%,8,-5,-1,10%,-7,20,-2%
CCCS(=O)(=O)NCCc1cc2ccc(OC)cc2[nH]c1=O,1%,-0.6%,1,-11,/,1%,-5,6,-4%
CCOC(=O)CN1C(=O)NC2NC(=O)NC21 (stereo not drawn),-1%,-0.1%,2,-4,-6,0%,-5,-6,-3%
Cc1ccc(C)c(NC(=O)CCC(=O)N/N=C/c2cc([N+](=O)[O-])ccc2O)c1,-4%,1.8%,0,-7,14,8%,-13,-3,-4%
COc1ccc(C(=O)NCc2nnc(SCC(=O)N3CCC(C)CC3)o2)cc1OC,0%,0.4%,0,-1,8,/,10,15,2%
O=C(N/N=C/c1c[nH]c2ccccc12)c1cc(-c2ccccc2)n[nH]1,-9%,2.4%,4,-3,-17,-1%,-17,-20,-4%
CCN(CC)C(=O)c1ccc(CS(=O)(=O)c2ccc(OC)cc2)o1,8%,-0.8%,4,-5,/,-6%,6,-13,-2%
O=C(Nc1nnc(SCc2c(Cl)cccc2Cl)s1)c1cccc([N+](=O)[O-])c1,-2%,-1.6%,8,1,-9,16%,1,12,-3%
Cc1ccc(C(=O)Nc2cccnc2N2CCN(C)CC2)cc1,-7%,0.0%,3,-3,20,-7%,-13,10,0%
COc1cc(C2c3c(-c4cc(C)ccc4O)n[nH]c3C(=O)N2Cc2ccco2)cc(OC)c1OC (stereo not drawn),-18%,-0.8%,-1,2,?,0%,4,-2,-3%
CCN1C(=O)c2ccccc2Sc2ccc(NC(=O)Nc3ccc(Br)c(C)c3)cc21,1%,0.0%,0,-3,-2,-3%,11,13,-5%
CC(C)CCC(CCNCc1ccccn1)c1ccc(Cl)cc1 (stereo not drawn),3%,-1.2%,13,1,-69*,1%,5,-12,-4%
CC(C)C(=O)Nc1cccc2nsnc12,-29%,1.4%,2,2,-27,-5%,-7,8,-5%
Cc1c(O)ccc(-c2n[nH]c(C(=O)O)c2-c2nc3ccccc3s2)c1O,1%,0.7%,4,-5,-7,-5%,-5,3,4%
CCOc1ccc(S(=O)(=O)Nc2ccc(S(=O)(=O)N3CCCC3)cc2)cc1,-3%,0.0%,4,-1,9,-9%,-4,0,-6%
O=C(Nc1ccc(Cl)cc1)N1CCN(c2ncccn2)CC1,0%,1.2%,2,-3,15,28%,-22,2,5%
Cc1ccc(-n2c(SCC(=O)N3CCc4ccccc43)nc3c([nH]c4ccccc43)c2=O)cc1,1%,5.1%,-1,2,/,-7%,4,0,-1%
CCCCCC(=O)N(CN1C(=O)CCC1=O)c1ccccc1,0%,1.3%,1,-2,-16,1%,-2,/,2%
Cc1ccc(NC(=S)NNC(=O)c2c(Cl)c(C)nn2C)cc1,1%,0.8%,8,-1,/,?,-16,8,-1%
COc1ccc(OC)c(NC(=O)C(=O)N/N=C(\C)CC(=O)Nc2ccc(Cl)cn2)c1,1%,2.5%,2,1,-17,-1%,3,9,-6%
CCNc1c(NS(=O)(=O)c2ccc(OC)cc2)c(=O)oc2ccccc12,-1%,0.6%,-3,2,-1,1%,7,23,-2%
Cc1noc(C)c1COC(=O)[C@@H](NC(=O)c1ccccc1)C(C)C,5%,-0.2%,2,-3,-3,-2%,10,2,-3%
CCN1C(=O)CC(Sc2ccccc2N)C1=O (stereo not drawn),0%,2.8%,0,2,2,9%,-2,-4,0%
Cn1c(=O)[nH]c(=O)c2c1nc(N1CCCCC1)n2CCOc1ccccc1,-6%,1.0%,0,2,8,1%,3,0,-5%
CC(=O)CCC1C2C(O)C(C(C)C)C(OC(=O)/C=C/c3ccccc3)CC12C (stereo not drawn),4%,1.1%,2,-3,-9,-6%,-8,14,-4%
Cn1c(=O)oc2cc(S(=O)(=O)NC3CCCCC3)ccc21,2%,1.6%,2,-2,4,?,-16,3,-4%
O=C(CCS(=O)(=O)c1cccc2nsnc12)NCc1ccccc1Cl,-4%,0.6%,-1,-6,2,-7%,0,12,3%
COc1ccccc1N(CC(=O)Nc1ccc(S(=O)(=O)N2CCOCC2)cc1)S(C)(=O)=O,0%,-1.5%,1,-6,3,-5%,6,10,-5%
COc1cc2c(=O)c(C(=O)c3ccc(C)c(C)c3)cn(Cc3ccccc3)c2cc1OC,1%,2.8%,0,1,-3,2%,4,15,-2%
COc1cccc(CNC(=O)Cn2cc3c(n2)CCCCC3)c1,0%,0.7%,1,/,-9,1%,5,1,-3%
